# rTrxR1 inhibitor: inhibitors of rat thioredoxin reductase 1; O89049; recombinant rTrxR1, NADPH fluorescence consumption, selenite substrate; Potency, µM (highest dose often 114 µM), inactives show top-dose activity change, negative = inhibition, most hits filed as inhibitors; 390,000 compounds, 1% hits; also: potency is read from the fitted curve at half-maximal effect; % is scaled to controls: 0 for no effect and ±100 for the full control effect; nearly all actives have a fitted effect of over 65% in size
#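 Rat TrxR1 (90 nM in the dispensed reagent) was pre-reduced with 400 uM NADPH for 5 min at room temperature, then incubated with compound for 15 min. After 400 uM selenite was added, NADPH fluorescence (Ex 340/Em 450 nm) was followed for 8 min.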
# D2 ag: D2 dopamine receptor (human) agonism; P14416; HEK293 T-REx D2 cells, calcium flux agonist mode; activation, % at 2 µM; 340,000 compounds, 0.53% hits; AID 485358;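 active = activation over 3 SD above normal in the single-dose calcium agonist read, cut at about 30% in these data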; also: 0% is about no effect
#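 Agonism is scored from calcium flux in a force-coupled, inducible HEK293 cell line expressing D2, read kinetically for 180 s after compound addition against dopamine controls.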
# USP1 inh: USP1/UAF1 (human) deubiquitinase inhibition. 390,000 compounds, 0.23% hits. O94782. recombinant USP1/UAF1, Ub-Rhodamine cleavage fluorescence. Potency, µM (series often up to 57.1 µM), without a hit: at the highest dose activity change, negative = inhibition, usual class: inhibitors; also: potency is read from the fitted curve at half-maximal effect; % is scaled to controls: 0 for no effect and ±100 for the full control effect; nearly all actives have a fitted effect of over 60% in size; inactives centre near -12
# Target sequence (O94782 whole entry, looked up): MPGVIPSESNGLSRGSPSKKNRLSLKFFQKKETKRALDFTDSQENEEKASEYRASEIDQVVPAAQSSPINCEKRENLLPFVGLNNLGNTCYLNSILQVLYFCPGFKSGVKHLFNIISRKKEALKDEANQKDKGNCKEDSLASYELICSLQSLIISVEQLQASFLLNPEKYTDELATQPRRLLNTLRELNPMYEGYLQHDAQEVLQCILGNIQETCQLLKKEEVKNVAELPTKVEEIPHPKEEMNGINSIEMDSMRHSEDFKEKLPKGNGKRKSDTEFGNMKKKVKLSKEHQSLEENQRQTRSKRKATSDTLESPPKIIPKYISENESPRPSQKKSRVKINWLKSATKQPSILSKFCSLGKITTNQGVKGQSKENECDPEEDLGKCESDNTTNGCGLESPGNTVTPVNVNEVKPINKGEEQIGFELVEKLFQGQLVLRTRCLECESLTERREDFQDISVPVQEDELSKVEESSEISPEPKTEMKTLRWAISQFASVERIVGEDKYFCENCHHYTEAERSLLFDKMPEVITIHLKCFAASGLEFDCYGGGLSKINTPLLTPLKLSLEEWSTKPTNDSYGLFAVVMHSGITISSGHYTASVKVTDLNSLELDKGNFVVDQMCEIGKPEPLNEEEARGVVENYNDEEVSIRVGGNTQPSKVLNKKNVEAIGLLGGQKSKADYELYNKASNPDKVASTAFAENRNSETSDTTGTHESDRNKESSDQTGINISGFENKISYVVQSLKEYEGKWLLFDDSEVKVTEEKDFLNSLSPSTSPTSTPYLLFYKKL
#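 In this screen, compounds sit with the deubiquitinase complex (1nM) for 15 min at room temperature before Ub-Rho is added at 150nM final. Fluorescence rise is then followed for 6 reads every 60 seconds.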
# TrxR1 substrate: rat thioredoxin reductase 1 substrate activity. Potency, µM (series often up to 114 µM), for the others: top-dose activity change, negative = substrate turnover. 390,000 compounds, 0.01% hits. purified TrxR1 substrate turnover, NADPH consumption readout. O89049. AID 588456; also: potency is read from the fitted curve at half-maximal effect; % is scaled to controls: 0 for no effect and ±100 for the full control effect; nearly all actives have a fitted effect of over 50% in size
#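 Rat TrxR1, dispensed at 90 nM, was prereduced with 400 uM NADPH (final) for 5 min at ~22 deg C, then incubated with compound 15 min before 400 uM selenite. A first-read NADPH fluorescence drop versus no-compound background flagged substrates.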
# D2 antag: antagonists of human D2 dopamine receptor. HEK293 TREx D2 cells, calcium flux, dopamine EC80. inhibition, % at 10 µM. 340,000 compounds, 2% hits; in the data active = inhibition above about 30%; also: 0% is about no effect
#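 Inhibition of EC80 dopamine-driven calcium flux, recorded kinetically, defines activity here; cells are a tetracycline-induced HEK293 T-REx line expressing force-coupled D2.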
# TRHR PAM: TRH receptor (human) allosteric enhancement; TRHR cells, fluo-8 calcium fluorescence, EC20 TRH enhancement; enhancement, % at 2 µM; 360,000 compounds, 0.66% hits; AID 493056; in the data active = enhancement above about 30%; also: 0% is about no effect
#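 Enhancer read-out: after compound pinning and an initial kinetic agonist-mode read, an EC20 of TRH (10 nM final) was injected and fluo-8 calcium signal (Ex 480/Em 530) followed at 1 s/cycle for 100 cycles in TRHR-expressing cells.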
# TRHR agonist: activates the human TRH receptor; P34981; TRHR cells, calcium flux fluo-8, FDSS agonist mode; activation, % at 2 µM; 360,000 compounds, 0.18% hits; in the data active = activation above about 30%; also: 0% is about no effect
#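 Read-out: compound-evoked intracellular calcium rise in TRHR cells, fluo-8 dye, kinetic FDSS fluorescence at 1 s/cycle following a 10-cycle baseline. Cells cultured overnight before dye loading (30 min–1.5 h, RT).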
# mIDH1 inhibitor: inhibitors of human mutant IDH1 R132H; O75874; IDH1-R132H enzyme, NADPH consumption, diaphorase/resazurin fluorescence; Potency, µM (top dose mostly 76.6 µM), inactives show top-dose activity change, negative = inhibition, most hits filed as inhibitors; 390,000 compounds, 0.093% hits; AID 602179; also: potency is read from the fitted curve at half-maximal effect; % is scaled to controls: 0 for no effect and ±100 for the full control effect; nearly all actives have a fitted effect of over 65% in size
#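 IDH1-R132H (0.5 ug/mL dispensed) in pH 7.5 Tris buffer was preincubated 30 min with compound, then given a substrate mix of 0.016 mM NADPH and 2 mM alpha-KG for 80 min at room temperature; remaining NADPH was read by diaphorase/resazurin fluorescence.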
# Pin1 inhibitor: blocks the human prolyl isomerase Pin1 | Q13526 | Pin1 FP peptide displacement, HiFluor488, 10 min | Potency, µM (doses to about 115 µM), for the others: top-dose activity, negative = inhibition, hits mostly inhibitors | 390,000 compounds, 0.009% hits; active = well fitted inhibition curve with a large enough effect in the polarisation, with a control signal flat, not every such curve was filed as active; inconclusive = small, poorly fitted or top-dose-only effect, or effect the other way, or a change in a side signal; inactive = no such curve, though single readings can be large or run the other way; the % refers to the polarisation; also: potency is read from the fitted curve at half-maximal effect; % is scaled to controls: 0 for no effect and ±100 for the full control effect
# Target sequence (Q13526 whole entry, looked up): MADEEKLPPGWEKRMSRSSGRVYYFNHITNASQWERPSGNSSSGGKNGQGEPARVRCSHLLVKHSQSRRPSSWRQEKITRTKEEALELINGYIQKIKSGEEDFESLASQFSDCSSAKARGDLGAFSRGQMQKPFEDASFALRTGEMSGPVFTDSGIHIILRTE
# * marks the source's active call; other numbers are inactive results; u = inconclusive; x = no result given; [ ] = another dose, or the depositor's remark. Unless noted, calls follow the shape of the dose curve; as a rule, active = well fitted inhibition curve with a large enough effect; inconclusive = small, poorly fitted or top-dose-only effect; inactive = no such curve, though single readings can be large or run the other way.
1: Cc1ccc(NC(=O)Cc2ccccc2F)cc1S(=O)(=O)N1CCCCCC1
2: CCOCCSC1=C(C#N)C(c2cccs2)C(C(C)=O)=C(C)N1 (centres undefined)
3: Cc1cc(NS(=O)(=O)c2ccc(NC(=O)Nc3cccc(Cl)c3)cc2)no1
4: COc1ccc(Cn2c(=O)[nH]c3cc(C(=O)NC4CCCC4)ccc3c2=O)cc1
5: Cc1cccc(Nc2nc(-c3ccccc3)c3cc(C)ccc3n2)c1
Assay by compound | 1 | 2 | 3 | 4 | 5
rTrxR1 inhibitor | 17% | 1% | -12% | 8% | 10%
D2 ag | 0.5 | 0.0 | -1.1 | 0.4 | x
USP1 inh | u | -3% | -17% | -2% | -19%
TrxR1 substrate | -1% | -4% | -5% | 1% | -3%
D2 antag | 7 | -2 | 3 | -15 | x
TRHR PAM | -23 | 1 | 1 | 1 | -2
TRHR agonist | 0.2 | -0.6 | 0.0 | 0.5 | -0.7
mIDH1 inhibitor | -1% | 7% | 4% | -16% | -15%
Pin1 inhibitor | 0% | -3% | -7% | 1% | 9%

# Record cards (already shown). Screens in order: rTrxR1 inhibitor | D2 ag | USP1 inh | TrxR1 substrate | D2 antag | TRHR PAM | TRHR agonist | mIDH1 inhibitor | Pin1 inhibitor
# `Cc1cc(NS(=O)(=O)c2ccc(NC(=O)Nc3cccc(Cl)c3)cc2)no1` across the screens: -12% | -1.1 | -17% | -5% | 3 | 1 | 0.0 | 4% | -7%
# `CCOCCSC1=C(C#N)C(c2cccs2)C(C(C)=O)=C(C)N1` (centres undefined) across the screens: 1% | 0.0 | -3% | -4% | -2 | 1 | -0.6 | 7% | -3%

# More entries:
6: CCOC(=O)C1=C(C)NC(=O)NC1c1cccc(O)c1 (centres undefined)
7: CCn1c(CSc2nc(C)cc(C)n2)nnc1SCC(=O)N1CCCc2ccccc21
8: Cc1cccc(C(=O)Nc2c(C(=O)N3CCN(C)CC3)cnn2-c2ccccc2)c1
9: CCCCN(CCCC)C(=O)c1cc(Cl)ccc1[N+](=O)[O-]
10: O=C(C1=C[C@H](c2csc3ccccc23)C[C@H](OCCCCO)O1)N1CCN(Cc2ccc3c(c2)OCO3)CC1
Assay by compound | 6 | 7 | 8 | 9 | 10
rTrxR1 inhibitor | 7% | 10% | -8% | -23% | 17%
D2 ag | 0.3 | -0.3 | x | -0.6 | 0.3
USP1 inh | -13% | 1% | -2% | 1% | -28%
TrxR1 substrate | -3% | 3% | -7% | -13% | 5%
D2 antag | -13 | -6 | x | 8 | 2
TRHR PAM | -6 | -2 | x | -8 | 1
TRHR agonist | 0.2 | -1.2 | x | -1.4 | 0.1
mIDH1 inhibitor | 2% | 1% | 0% | 3% | 7%
Pin1 inhibitor | 1% | -2% | -2% | -12% | 7%

11: COc1ccc([N+](=O)[O-])cc1N(CC(=O)O)S(C)(=O)=O
12: CC(=O)NC(c1ccccc1)c1cc([N+](=O)[O-])c2cccnc2c1O (centres undefined)
13: CCc1ccc(-n2c(=O)c3ccccc3n(CC(=O)NCc3ccco3)c2=O)cc1
14: CCn1c(Cc2cccs2)nnc1SCC(=O)NC(C)(C)C
15: FC(F)(F)c1cccc(Cc2noc(CN3CCC(c4ccncc4)CC3)n2)c1
Assay by compound | 11 | 12 | 13 | 14 | 15
rTrxR1 inhibitor | 4% | 14%[57.1 µM] | 4% | 7%[57.1 µM] | 8%
D2 ag | 1.0 | 2.3 | -0.3 | -0.4 | x
USP1 inh | -6% | -19% | 5% | -17% | -20%
TrxR1 substrate | -2% | 0%[57.1 µM] | -3% | -17%[57.1 µM] | -1%
D2 antag | -4 | -20 | 0 | 18 | x
TRHR PAM | 5 | -2 | 7 | 5 | 2
TRHR agonist | 0.2 | -0.2 | -0.7 | 0.4 | 1.9
mIDH1 inhibitor | 3% | 3% | 0% | 4% | -7%
Pin1 inhibitor | -4% | 8% | 3% | 5% | -2%

16: Cc1cccc(-c2noc(CCCC(=O)Nc3ccc(C(N)=O)cc3)n2)c1
17: CC1SCC(NC(=O)c2ccc(Cl)cc2)CS1 (centres undefined)
18: CCOC(=O)c1c(-c2ccc3ccccc3c2)csc1NC(=O)CCCC(=O)O
19: CCOC(=O)N1CCC2(CC1)C(C#N)=C(N)Oc1n[nH]c(CSc3ccc(C)cc3)c12
20: COC(=O)c1sccc1NC(=O)c1ccncc1
Assay by compound | 16 | 17 | 18 | 19 | 20
rTrxR1 inhibitor | 17% | 18%[57.1 µM] | -13% | -17% | -13%
D2 ag | 0.1 | -0.7 | -0.2 | -0.4 | x
USP1 inh | -20% | -24% | -13% | -9% | -15%
TrxR1 substrate | 7% | 6%[57.1 µM] | 1% | -9% | -9%
D2 antag | 13 | -28 | -8 | 10 | x
TRHR PAM | 5 | 1 | 2 | -1 | 1
TRHR agonist | 0.4 | -0.4 | 1.2 | 1.1 | -0.9
mIDH1 inhibitor | 5% | 15% | 4% | u | 3%
Pin1 inhibitor | 11% | 4% | 0% | 1% | -3%

21: CC(NC(=O)C1CCN(C(=O)c2ccc(-n3ccc4ccccc43)s2)CC1)c1ccccc1 (centres undefined)
22: CSc1nc(N)nc2c1ncn2CC(=O)N[C@H](CO)Cc1c[nH]c2ccccc12
23: C/C(=N\Nc1ccccc1C(=O)O)c1ccncc1
24: N#CC(Cc1ccccc1OC(F)F)c1nc2ccccc2[nH]1 (centres undefined)
25: Cc1cc(Nc2ccccc2)nn1C(=O)c1ccccc1
26: COc1ccc(NC(=O)Nc2ccc(F)c(Cl)c2)cc1
27: COc1cccc(N2CCN(C(=S)Nc3ccc(F)cc3)CC2)c1
28: CCOc1cc(NC(=O)c2ccco2)c(OCC)cc1NC(=O)Cc1cccc(OC)c1
Assay by compound | 21 | 22 | 23 | 24 | 25 | 26 | 27 | 28
rTrxR1 inhibitor | 30%[57.1 µM] | 23% | -15% | -4% | 17% | 7% | 19% | 12%[57.1 µM]
D2 ag | x | x | x | -0.9 | 0.6 | 1.5 | x | 3.0
USP1 inh | -7% | -24% | -8% | -22% | -8% | -11% | -18% | -10%
TrxR1 substrate | 12%[57.1 µM] | 3% | -14% | -5% | -3% | 3% | -1% | 5%[57.1 µM]
D2 antag | x | x | x | -7 | 6 | 14 | x | 3
TRHR PAM | 2 | x | 0 | -7 | 5 | 6 | -7 | 0
TRHR agonist | 0.4 | x | -1.0 | -0.8 | -0.6 | 0.7 | -0.5 | -0.7
mIDH1 inhibitor | 0% | 1% | 8% | 4% | 1% | 6% | 1% | 3%
Pin1 inhibitor | 27% | -2% | -4% | -5% | -9% | -2% | 0% | 1%

# Seven entries out of the list, ordered by count of non-hydrogen atoms, smallest number first:
20: COC(=O)c1sccc1NC(=O)c1ccncc1
23: C/C(=N\Nc1ccccc1C(=O)O)c1ccncc1
25: Cc1cc(Nc2ccccc2)nn1C(=O)c1ccccc1
24: N#CC(Cc1ccccc1OC(F)F)c1nc2ccccc2[nH]1 (centres undefined)
27: COc1cccc(N2CCN(C(=S)Nc3ccc(F)cc3)CC2)c1
19: CCOC(=O)N1CCC2(CC1)C(C#N)=C(N)Oc1n[nH]c(CSc3ccc(C)cc3)c12
21: CC(NC(=O)C1CCN(C(=O)c2ccc(-n3ccc4ccccc43)s2)CC1)c1ccccc1 (centres undefined)
Assay by compound | 20 | 23 | 25 | 24 | 27 | 19 | 21
rTrxR1 inhibitor | -13% | -15% | 17% | -4% | 19% | -17% | 30%[57.1 µM]
D2 ag | x | x | 0.6 | -0.9 | x | -0.4 | x
USP1 inh | -15% | -8% | -8% | -22% | -18% | -9% | -7%
TrxR1 substrate | -9% | -14% | -3% | -5% | -1% | -9% | 12%[57.1 µM]
D2 antag | x | x | 6 | -7 | x | 10 | x
TRHR PAM | 1 | 0 | 5 | -7 | -7 | -1 | 2
TRHR agonist | -0.9 | -1.0 | -0.6 | -0.8 | -0.5 | 1.1 | 0.4
mIDH1 inhibitor | 3% | 8% | 1% | 4% | 1% | u | 0%
Pin1 inhibitor | -3% | -4% | -9% | -5% | 0% | 1% | 27%

# Screening results deposited in PubChem by National Center for Advancing Translational Sciences (NCATS).

# This is a subset; the hit share may differ from the screen's.
